# INS promoter inh – inhibitors of insulin promoter-driven GFP, primary screen, imaging, TRM-6 cells (human fetal islet line), eGFP reporter, cell count; reporter expression induced with tamoxifen; 130,000 tested, 0.9% active; inhibition, % at 2 µM;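 active means inhibition above the mean plus 3 SD, with well images judged a real hit on visual review, cut at about 60% in these data, passing the limit was not always enough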
# sdo1 growth – growth rescue of sdo1-depleted yeast, primary screen, S. cerevisiae, bone marrow failure model; S. cerevisiae sdo1-depleted JHY4D growth rescue, OD600 30 h; hits give high values; pdr5 snq2 efflux-pump mutant strain; z-score at 10 µM; 140,000 tested, 0.21% active; AID 817, 2007;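 active means z-score above 3 at both the 24 hr and the 30 hr optical density reads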;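 further: z-score against mean and SD of all compound wells on the same plate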
# sdo1 growth Rescue 24 h – further read-out of sdo1 growth, marked with its call; z-score; S. cerevisiae sdo1-depleted JHY4D growth rescue, OD600; measured here: growth rescue at 24 h;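 0 is the plate mean of compound wells and units are plate SD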
# Starred values were filed as active, the others as inactive; nt = not tested or not shown.
# The first three records, ahead of the listing:
SMILES,INS promoter inh,sdo1 growth,sdo1 growth Rescue 24 h
COC(=O)C1=C(O)CSC1=Nc1ccccc1,-6,0.11,0.33
CCN1C(=O)[C@H]2[C@H]3[C@H](O)[C@H](O)C/C(=N\OC[C@@H](C)[C@H](OCc4ccccc4)C(C)C)[C@@H]3CC[C@H]2C1=O,30,0.81,1.3
Cc1cccc(N2CCN(S(=O)(=O)c3ccc4c(c3)CCN4C(=O)CCC(=O)O)CC2C)c1 (stereo not given),nt,-0.29,-0.65

# This part in full, from the start:
SMILES,INS promoter inh,sdo1 growth,sdo1 growth Rescue 24 h
COC(=O)C1=C(O)CSC1=Nc1ccccc1,-6,0.11,0.33
CCN1C(=O)[C@H]2[C@H]3[C@H](O)[C@H](O)C/C(=N\OC[C@@H](C)[C@H](OCc4ccccc4)C(C)C)[C@@H]3CC[C@H]2C1=O,30,0.81,1.3
Cc1cccc(N2CCN(S(=O)(=O)c3ccc4c(c3)CCN4C(=O)CCC(=O)O)CC2C)c1 (stereo not given),nt,-0.29,-0.65
COc1cc(C(=O)NCCC(=O)NC(C)C)cc(OC)c1OC,33,nt,nt
Cc1ccc(C=Nc2ccccc2C(N)=O)s1,nt,0.2,0.28
Cc1cccc(N(C(=O)c2ccc(Cl)cc2)C2CS(=O)(=O)CC2OC(=O)c2ccc(Cl)cc2)c1 (stereo not given),nt,-0.85,0.65
COc1ccccc1C(=O)Nc1ccc(S(=O)(=O)Nc2cc(C)nc(C)n2)cc1,-9,0.59,0.12
Cc1cccc2cc3c(N)c(C(=O)N4CCOCC4)sc3nc12,-21,0.13,-0.13
COc1cc(/C=N/Nc2ccc(C(F)(F)F)cn2)ccc1O,36,nt,nt
O=C(c1ccc(-c2ccc([N+](=O)[O-])cc2)o1)N1CCCCC1,7,0.47,-0.07
CCOC(=O)C1CCCN(C(=O)/C=C/c2cc(OC)c(OC)c(OC)c2)C1 (stereo not given),-24,nt,nt
Cc1noc(C)c1COc1ccc(C(=O)OCc2nnc(-c3ccc(Cl)cc3)o2)cc1,nt,-1,-0.25
COc1cccc(C(=O)NNC(=O)c2ccccc2Br)c1,-17,0.74,1.5
COc1ccc(CCNC(=O)CSc2nnnn2-c2ccccc2OC)cc1OC,nt,0.02,0.24
CC(=O)N1CCN(CCN=CC2=C(O)CC(c3ccco3)CC2=O)CC1 (stereo not given),nt,0.73,0.73
O=C1/C(=C/c2ccc(O)cc2)CCc2ccc([N+](=O)[O-])cc21,7,0.24,1.6
CCn1c(COc2ccccc2C)nnc1SCC(=O)CC(=O)Nc1ccccc1OC,nt,0.61,0.27
COC(=O)CN(C)C1CC(=O)N(c2ccc(Cl)cc2)C1=O (stereo not given),-65,-0.39,-0.61
COC(=O)CS(=O)(=O)c1cc([N+](=O)[O-])ccc1NC(=O)OC,-7,nt,nt
Cc1ccc(C(=O)Oc2cccc(NC(=O)c3ccco3)c2)cc1S(=O)(=O)N1CCC(C)CC1,6,-0.59,-0.05
CN(c1ccc(C(=O)NCCSC(C)(C)C)cc1)S(C)(=O)=O,-19,1.1,0
CCCCC(=O)N/N=C(\C)CC(=O)Nc1cc(Cl)ccc1OC,17,0.09,-0.2
CCOc1ccc(CC(=O)Nc2ccc(-c3ccc4nnc(C)n4n3)cc2)cc1,-6,nt,nt
CCC(C)NC(=O)CSc1nnc(-c2ccncc2)n1-c1ccc(OC)cc1 (stereo not given),43,2.1,1.4
CCOC(=O)c1cccc(NC(=O)CS(=O)(=O)Cc2nc(-c3cccc(OC)c3)oc2C)c1,-94,0.37,0.56

# Looked up one by one from the list above:
SMILES,INS promoter inh,sdo1 growth,sdo1 growth Rescue 24 h
CCC(C)NC(=O)CSc1nnc(-c2ccncc2)n1-c1ccc(OC)cc1 (stereo not given),43,2.1,1.4
COc1cc(/C=N/Nc2ccc(C(F)(F)F)cn2)ccc1O,36,nt,nt
COC(=O)C1=C(O)CSC1=Nc1ccccc1,-6,0.11,0.33

# (list continues)
SMILES,INS promoter inh,sdo1 growth,sdo1 growth Rescue 24 h
COc1cccc(Nc2ncnc3nc[nH]c23)c1,nt,0.26,-0.22
Cc1ccc(C(=O)N2CCCC2)c(F)c1F,-21,1.2,0.71
O=C(NCCCn1ccnc1)c1cc2c(s1)CCCCC2,31,2,0.7
CN1C(=S)SC(/[N+]([O-])=C\c2cccs2)C1(C)C (stereo not given),10,0.6,-0.37
Cc1cc(=O)oc2cc(OCC(O)CN3CCN(c4ccccc4)CC3)ccc12 (stereo not given),-3,0.28,0.03
COC(=O)c1ccc(NC(=O)C(=O)N2CCN(C(=S)Nc3ccccc3OC)CC2)cc1,11,1.6,0.45
Fc1cccc(-c2cc3nc4c(c(N5CCC6(CC5)OCCO6)n3n2)CCCC4)c1,4,-2.2,-2
CC(C)N=C1NN=C(c2ccc(Cl)c(Cl)c2)CS1,-24,nt,nt
c1ccc(Oc2cc(-c3ccccc3)ncn2)cc1,-57,0.57,0.75
OCCN1CCN(CC(O)COc2ccc3c(c2)OCO3)CC1 (stereo not given),-10,0.28,-0.57
Cc1cccc(NC(=S)N(C)Cc2cn(C)c3ccccc23)c1,26,-0.9,-1.1
CCSc1ncc(Cl)c(C(=O)Nc2ccccc2)n1,nt,-0.02,-0.07
Cc1cc(NC(=O)COC(=O)C(Nc2ccc(C(F)(F)F)cc2Cl)C(C)C)no1 (stereo not given),nt,-2.2,-1.2
CCCCc1c(C)c2ccc(OCC(C)=O)cc2oc1=O,nt,-0.58,-0.57
Nc1c(Nc2ccccc2)c2ccccc2oc1=O,50,-0.33,-0.31
Cc1ccccc1NCC(=O)N/N=C/C(Br)=C/c1ccccc1,17,-0.62,0.26
COc1ccc(C2CC(=O)C=C(O)C2)cc1 (stereo not given),21,-0.65,-0.78
Cc1nc2ccccc2c(=O)n1Nc1cccc(Cl)c1,-7,-0.59,0.06
CC12CN3CCN(CC(C3)/C1=N/NC(=O)Nc1ccccc1)C2,20,0.76,0.62
COc1ccc(C(=O)Cn2c(NCCO)nc3ccccc32)cc1,-8,nt,nt
CCOC(=O)N1CCN(S(=O)(=O)c2ccc3c(c2)CCN3C(=O)C2CCC2)CC1,nt,-0.13,-0.45
COc1ccc(-c2nnn(CC(=O)N(CCO)C(C(=O)NC3CCCC3)c3ccc(F)cc3)n2)cc1 (stereo not given),36,0.21,-0.18
COC(=O)c1ccccc1NC(=O)c1nc2nc(C)cc(C)n2n1,39,0.59,-0.67
CCc1c(C)nc2ncnn2c1N1CCCC(C(=O)NCc2cccs2)C1 (stereo not given),-7,nt,nt
Cc1ccc(C(=O)Cn2c(C(=O)/C=C/c3ccccc3)nc3ccccc32)cc1,38,-1.9,-1.3
# (listing goes on)
SMILES,INS promoter inh,sdo1 growth,sdo1 growth Rescue 24 h
COCCN(CC(=O)NCc1ccccc1)C(=O)CCC(=O)Nc1ccccn1,-11,-0.34,-0.47
COc1ccc(NC(=O)c2[nH]c(C)c(C(C)=O)c2C)cc1Cl,3,0.29,0.06
COc1ccc(CC(=O)NCC(=O)N/N=C(/C)c2ccco2)cc1,-25,nt,nt
COc1ccc(-n2c(=S)[nH]c3cc(C(=O)NCc4ccco4)ccc3c2=O)cc1OC,nt,0.76,-0.09
CN(C)CCCN(C(=O)COc1ccccc1)c1nc2c(F)cccc2s1,-22,nt,nt
Cc1cccc2cc(CN(CC3CCCO3)C(=O)c3ccco3)c3nnnn3c12 (stereo not given),17,nt,nt
CNC(=O)COC(=O)c1cc(=O)[nH]c2ccccc12,26,-0.01,-0.22
CC(C)Oc1ccc(N2CC(C(=O)Nc3ccccc3F)CC2=O)cc1 (stereo not given),-300,-0.07,-0.62
O=C(CCN1C(=O)c2ccccc2C1=O)N1CCN(C(=O)c2ccccc2)CC1,-13,-0.11,0.69
COc1ccc(OCCNC(=O)CSc2ccc(C(F)(F)F)cc2[N+](=O)[O-])cc1,-12,1.6,2.8
CCn1c(SCC(=O)N(C(C)C)C(C)C)nnc1-c1cc2ccccc2cc1O,6,-0.46,0.79
O=C(c1cccc2ccccc12)C1CCCN(C(=O)CCc2cnccn2)C1 (stereo not given),-22,nt,nt
CC(C)CC1C(C#N)=C(N)Oc2n[nH]c(-c3ccccc3)c21 (stereo not given),-48,0.09,-0.35
Cc1cc(Cl)ccc1N(CC(=O)NCCSCc1ccco1)S(C)(=O)=O,13,nt,nt
CCNc1nc(NCC)nc(SCCOC(=O)Nc2ccccc2)n1,62,0.25,0.66
O=C1c2cnccc2CN1Cc1ccccc1,-18,0.24,-0.07
N#CCSc1nc(-c2ccccc2)c2cc(Cl)ccc2n1,17,-1.1,0.21
Cc1ccc(NC(=O)CSc2nnc(Cn3cnc4ccccc43)o2)c(C)c1,28,0.47,1.2
O=C(C1Cc2ccccc2O1)N1CCCCC1 (stereo not given),nt,0.45,1.2
CCSc1ccccc1C(=O)Nc1nncs1,49,2,1.8
CCOc1ccc(C2C(C#N)=C(C)NC3=C2C(=O)c2ccccc23)cc1 (stereo not given),37,-0.55,0.07
Cc1ccc(NC(=S)N(Cc2ccccc2)Cc2cccs2)c(C)c1,8,nt,nt
COc1ccc(NC(=O)c2c(Nc3ccccc3)sc(C(=O)c3ccc(F)cc3)c2N)cc1,3,-0.55,1
C=CCNC(=O)CSc1nc2cc(C(=O)OCC)ccc2n1CC,-19,0.17,-0.2
CCOC(=O)Nc1ccc2c(c1)OCO2,27,-0.94,-0.82

# Grouped by structure, those above containing bromine (2)
SMILES,INS promoter inh,sdo1 growth,sdo1 growth Rescue 24 h
COc1cccc(C(=O)NNC(=O)c2ccccc2Br)c1,-17,0.74,1.5
Cc1ccccc1NCC(=O)N/N=C/C(Br)=C/c1ccccc1,17,-0.62,0.26

# Continued.
SMILES,INS promoter inh,sdo1 growth,sdo1 growth Rescue 24 h
Cc1ccc(C(=O)NNC(=O)c2ccco2)cc1,nt,0.73,0.93
CCCOc1c(OC)cccc1C1CC(=O)Nc2cc3c(cc21)OCCO3 (stereo not given),3,-1.1,-0.15
COc1ccc(/C=C/C(=O)N2CCN(S(=O)(=O)/C=C/c3ccccc3)CC2)cc1OC,-10,0.53,2.1
COc1ccc2cc(Br)ccc2c1CC(=O)NCC1CCCO1 (stereo not given),0,nt,nt
Cc1cc(SCC(=O)Nc2ccccc2C)nc(C)n1,30,2.1,2.1
CN(Cc1ccccc1)C(=O)COC(=O)c1cc(Cl)nc(Cl)c1,-56,nt,nt
CCOC(=O)c1sc2nc(C(C)C)c3c(c2c1N)CCC3,nt,-0.64,-0.17
CC1=CC(C)(C)n2c(O)c(N=N)c3cc(C)cc1c32,6,-0.46,-0.21
O=C(CNC(=O)c1cccs1)NCC(=O)OCc1cccc(Cl)c1,nt,-0.05,-0.35
CC1CC(C)CN(c2ccc(C(=O)OCC(=O)NC3CCCc4ccccc43)cc2[N+](=O)[O-])C1 (stereo not given),12,-0.35,0.63
Cc1cc(C(=O)CSc2nnnn2C)c(C)n1-c1cccc(F)c1,nt,-0.07,0.28
CN(C)S(=O)(=O)c1cccc(NC(=O)COC(=O)CCc2nc3ccccc3s2)c1,-30,0.8,0.93
O=C(O)CC(NC(=O)CCC1CCCCC1)c1cc([N+](=O)[O-])ccc1Cl (stereo not given),25,nt,nt
CCN(c1ccccc1)S(=O)(=O)c1ccc(C(=O)Nc2nccs2)cc1,-3,0.01,-0.1
Cc1cccc(N2CCN(C(=O)CN3CCOc4ccccc43)CC2C)c1 (stereo not given),nt,-0.7,-1.3
CC(C)CNS(=O)(=O)c1ccc(OCC(=O)Nc2ccc3c(c2)OCCO3)cc1,-129,-0.48,-2.2
O=C(CSc1ncn[nH]1)NC12CC3CC(CC(C3)C1)C2,18,0.37,0.12
C=CCn1c(SCc2cccc(C#N)c2)nnc1-c1ccccc1O,nt,-0.18,-0.19
CCC(=O)Nc1cccc(C(=O)/C=C/c2cc(Br)ccc2OC)c1,94*,-2.2,-0.81
O=C(NCc1cccc(Cl)c1)c1cccc(C(F)(F)F)c1,-17,-1.9,-1.5
O=C(Nc1ccccc1-c1nc2ccccc2s1)c1cccnc1,11,-1.3,-0.74
CCOc1ccccc1N1CCN(C(=S)NCc2ccccc2)CC1,-171,nt,nt
Cc1ccc(-c2nc3c(cnn3-c3ccccc3)c(=O)o2)cc1,52,-0.64,1.5
O=C/C(=C\Nc1ccccn1)c1nc2cc(Cl)ccc2o1,-92,-0.74,-0.62
CCOc1ccc(S(=O)(=O)Nc2ccc(C(=O)N/N=C(\C)c3ccc(-n4ccnc4)cc3)cc2)cc1,-62,0.02,-0.28
# Next part:
SMILES,INS promoter inh,sdo1 growth,sdo1 growth Rescue 24 h
CCC(C)N(C(=O)CSc1nc(-c2ccccc2)cs1)C1CCS(=O)(=O)C1 (stereo not given),-14,-0.93,-1.1
O=C(CCc1nnc(-c2ccsc2)o1)N1CCCCC1CCn1ccnc1 (stereo not given),-39,nt,nt
CSc1nccc(Oc2cccc(C#N)c2)n1,3,0.53,0.29
COc1ccc(CCCC(=O)N/N=C/c2ccc(C)cc2)cc1,7,nt,nt
CCCCCc1c(C)nc(Nc2ccccc2)[nH]c1=O,nt,-1.7,-1.5
Nc1nc2n(n1)C(=O)CC(c1ccc(Cl)cc1)N2 (stereo not given),42,nt,nt
CCOc1ccc(NC(=O)[C@@H](NC(=O)c2ccccc2)[C@@H](C)CC)cc1,-11,-0.22,-0.72
Cc1ccc(NC(=O)C2CC(=O)NC(N3CCc4ccccc43)=N2)cc1 (stereo not given),nt,0.39,0.01
COCCNC(=O)[C@H](C)[C@H]1C[C@]1(C)[C@H](NC(=O)OCc1ccccc1)c1ccccc1,-120,-0.32,0.03
O=c1c2ccccc2nc(SCc2cc([N+](=O)[O-])cc3c2OCOC3)n1-c1ccccc1,37,-1.4,-1.2

# Assay outcomes as filed in PubChem.
